Insulin prom inh: TRM-6 insulin promoter activity inhibition; TRM-6 cells (human fetal islet line), insulin promoter-eGFP reporter, imaging; reporter expression induced with tamoxifen; inhibition, % at 2 µM; 130,000 tested, 0.9% active; AID 1273;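 active = inhibition above the mean plus 3 SD, with well images judged a real hit on visual review, cut at about 60% in these data, passing the limit was not always enough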
sdo1 growth: compounds rescuing growth of sdo1-depleted yeast, bone marrow failure model; 140,000 tested, 0.21% active; S. cerevisiae sdo1-depleted JHY4D growth rescue, OD600 30 h; active compounds read high; pdr5 snq2 efflux-pump mutant strain; z-score at 10 µM;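 active = z-score above 3 at both the 24 hr and the 30 hr optical density reads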;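 also: z-score against mean and SD of all compound wells on the same plate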
sdo1 growth Rescue 24 h: second read-out of sdo1 growth, no call of its own (marks repeat the call); z-score; S. cerevisiae sdo1-depleted JHY4D growth rescue, OD600; measured here: growth rescue at 24 h;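 0 is the plate mean of compound wells and units are plate SD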
An asterisk follows results filed as active; x = not tested or not shown. The list is partial; count on the stated rates, not on these rows.

SMILES	Insulin prom inh	sdo1 growth	sdo1 growth Rescue 24 h
COc1cc(NS(=O)(=O)c2ccc(NC(=S)NC(=O)C(C)(C)C)cc2)nc(OC)n1	-70	0.4	0.73
COc1cccc(C(=O)N(Cc2cc3cc(C)ccc3[nH]c2=O)CC2CCCO2)c1 (configuration not stated)	-16	0.91	0.74
NNC(=O)c1ccc(-c2cccc([N+](=O)[O-])c2)o1	9	x	x
CCCNC(=O)c1ccc(CN2CCOCC2)cc1	-295	x	x
COc1ccc(-c2csc(NC(=O)c3cc(-c4cccs4)nc4ccccc34)n2)c(OC)c1	29	-1.2	-0.76
CCOc1cc(C(=O)N/N=C\c2cn(CC)nc2C)cc(OCC)c1OCC	-57	0.22	0.1
COc1cc(S(=O)(=O)Nc2cccc(C)c2)ccc1N=Cc1c(C)[nH]n(-c2ccccc2)c1=O	-30	0.25	1.2
CC(=O)N1CCN(c2ccc(NC(=O)COc3ccc(Cl)cc3Cl)cc2)CC1	x	-0.03	-0.05
Cc1c(C)[n+](=O)c2c(n1[O-])CCC2	x	-0.18	-0.93
COc1ccccc1NC(=S)N(CCc1nc2cc(C)c(C)cc2[nH]1)Cc1cccnc1	-36	-0.21	-1.1
Cc1ccc(S(=O)(=O)N2CCN(C(=O)N3CCOCC3)C2c2ccc(N(C)C)cc2)cc1 (configuration not stated)	-91	0.38	-0.78
Cc1cc(NC(=O)c2ccccc2F)n(-c2nc3ccccc3[nH]2)n1	x	-2.5	-0.88
Nc1cc2c(cc1C(=O)c1ccc(Cl)cc1)OCCO2	76*	-0.24	0.19
CCOC(=O)c1ccc(N2C(=O)CC(Sc3nnc(C)s3)C2=O)cc1 (configuration not stated)	x	-1.9	-2
COc1ccccc1-c1noc(-c2cccnc2)n1	-16	0.71	0.51
O=c1c2cnn(-c3ccc(F)cc3)c2ncn1Cc1ccccn1	36	0.35	-0.37
CCOc1ccccc1C(=O)NCCCn1ccnc1	-55	0.43	-0.6
Oc1c(C=NCc2ccncc2)sc2ccccc12	-67	-0.21	0.13
CCN=C(NC#N)SCc1c(F)cccc1Cl	-167	-0.57	-0.12
COc1cccc(C2C(=O)N(C3CCCCC3)CC(=O)N2Cc2ccc(F)cc2)c1 (configuration not stated)	17	-0.81	-0.95
CC(C)C(=O)N(c1ccc2oc(=O)sc2c1)S(=O)(=O)c1cccs1	15	-0.03	0.4
N#Cc1cnn(Cc2ccc(Cl)cc2)c1N	53	1.5	1.5
O=C(Nc1ccccc1N1CCN(C(=O)c2ccc(Cl)cc2)CC1)c1cccnc1	x	-0.26	-0.44
CN(C)S(=O)(=O)c1ccc2c(c1)c(=O)c(C(=O)N1CCOCC1)cn2C	x	0.21	-0.19
COc1ccc(-c2nnn(Cc3nc(N)nc(N4CCOCC4)n3)n2)cc1OC	23	0.33	0.38

Structures above marked active in Insulin prom inh:
SMILES	Insulin prom inh	sdo1 growth	sdo1 growth Rescue 24 h
Nc1cc2c(cc1C(=O)c1ccc(Cl)cc1)OCCO2	76*	-0.24	0.19

Next section:
SMILES	Insulin prom inh	sdo1 growth	sdo1 growth Rescue 24 h
CN(C)C(=O)COc1ccc(Br)cc1	25	-0.28	-0.41
O=C(NNC(=O)c1cccnc1)Nc1ccccc1	-14	0.48	-0.55
Cc1cccc(NC(=O)CSc2nc(C)c(CC(=O)c3ccc(Br)cc3)c(C)c2C#N)c1C	10	-1.2	0.26
O=Cc1ccc(OCC(=O)Nc2ccccc2-c2ccccc2)cc1	7	x	x
CC(/C=N/n1c(-c2ccccc2)n[nH]c1=S)=C\c1ccco1	-37	-1.1	-1.2
Cc1ccc(-n2nc3c4c(cccc4c2=O)-c2ccccc2-3)cc1	-3	-2.3	-1.4
CCOc1c(Br)cc(C(N)=O)cc1OC	x	-0.56	-0.66
OCCNC(=S)Nc1ccc2nsnc2c1	47	x	x
CCOc1ccc(C(=O)NC(=S)Nc2cccnc2)cc1	17	1	1.2
Cc1ccc(C)c2[nH]c(=O)c(CN(CCCN(C)C)C(=O)NCc3ccccc3)cc12	x	1.3	1.1
CCn1cc(C(=O)O)c(=O)c2cnc(N3CCN(C(=O)Nc4ccccc4)CC3)nc21	54	x	x
CCc1ccc(C2=NNC(=Nc3cccc(S(=O)(=O)N(C)C)c3)SC2)cc1	-117	-0.14	0.55
Cc1[nH]c2ccc3c(ncn3CCC#N)c2c1C	11	0.06	-0.08
O=C(Nc1ccccc1C(=O)O)c1ncn[nH]1	-39	-1.1	-1.6
CCOc1ccc(OCCSc2nc3ccccc3o2)cc1	43	-0.45	-0.62
COC(=O)C1=C(O)CSC1=Nc1cccc(C(F)(F)F)c1	-24	-0.19	-0.18
COc1ccc(Oc2cc(C(F)(F)F)cnc2C(N)=O)cc1	x	-0.62	-0.69
Cc1ccc(C2CC(=O)C=C(O)C2)cc1 (configuration not stated)	-38	0.1	-0.12
O=Cc1c(Cl)[nH]c(=O)n1-c1ccccc1	-40	x	x
O=C(NCCCN1CCOCC1)C(=O)NCc1ccc(Cl)cc1	-21	x	x
Cc1ccc(N2CCN(C(=O)N3CCOCC3)CC2)c(C)c1	21	x	x
O=C1/C(=C\c2ccc(Br)o2)SC(=Nc2ccccc2)N1c1ccccc1	-26	0.2	0.9
Cc1cc(S(=O)(=O)NCC(=O)O)ccc1F	21	0.5	0.38
COc1ccc(S(=O)(=O)N2CCC(C(=O)N3CCc4ccccc4C3)CC2)cc1	x	0.18	0.56
Cc1ccc(C2CC(c3ccccc3)=NN2C(=O)CSc2nnc(-c3ccncc3)n2C)o1 (configuration not stated)	-27	1.1	1.4
Next section:
SMILES	Insulin prom inh	sdo1 growth	sdo1 growth Rescue 24 h
O=C(c1cccc(Cl)c1)N1CCCC(C(=O)N2CCCCCC2)C1 (configuration not stated)	-53	1.1	2.5
CCCCNC(=S)NNC(=O)c1nn(C)cc1Cl	-6	0.49	-0.09
c1ccc(-c2nnc3sc(-c4ccncc4)nn23)cc1	-197	0.95	-0.26
Cn1c(CCc2ccc(N)cc2)nc2ccccc21	26	x	x
COc1ccccc1Nc1ccc([N+](=O)[O-])cn1	56	x	x
COC(=O)c1ccc(N=NNc2ccccc2)cc1	0	0.3	-0.31
Cc1ccc2c(c1)C1(OCCO1)C(=O)N2	8	0.82	0.6
CCCn1c(=N)c(C#N)cc2c(=O)n3cccc(C)c3nc21	25	x	x
CCOc1ccc(N=Cc2c(O)c3ccccc3oc2=O)cc1	0	0.3	-0.51
Cc1ccc(NC2=C(CC(=O)O)C(c3ccccc3)N(c3ccc(C)cc3)C2=O)cc1 (configuration not stated)	-22	-0.56	-1
Cc1ccc(-c2nc(CS(=O)CC(=O)NC3CCCC3)c(C)o2)cc1 (configuration not stated)	x	1.1	1.2
O=C(CSc1c2c(nc3ccc(Cl)cc13)CCCC2)NCCCN1CCOCC1	-33	x	x
C(=N\Nc1nc(N2CCCC2)nc(N2CCCC2)n1)/c1ccccc1OCc1ccccc1	22	x	x
CCc1c(C)nc2ccc(Br)cc2c1Cl	7	-0.71	-1.5
O=C(O)c1ccc(CNCc2ccc(Cl)cc2)cc1	x	1.3	1
COC(=O)c1ccccc1OC(=O)c1cccnc1	-22	0.91	1.4
CCC(=O)N1CCc2cc(S(=O)(=O)CCC(=O)NCCC3=CCCCC3)ccc21	-67	1.1	0.84
O=C(NCc1ccccn1)c1cc2n(n1)C(C(F)(F)F)CC(c1ccco1)N2 (configuration not stated)	53	0.99	0.13
CC1CCCN(CCOCCOc2ccc(Cl)cc2Br)C1 (configuration not stated)	11	-1.4	-1.1
Cc1ccccc1NC(=O)N1CCCC(c2nc(-c3ccc(C(C)C)cc3)no2)C1 (configuration not stated)	x	-0.6	-0.01
CC(C)(C)OC(=O)NCCc1nnc(SCC(=O)c2ccc(Cl)cc2)o1	-32	0.24	0.57
CCOC(=O)N1CCC(NC(=O)C2CCN(S(=O)(=O)c3cnc[nH]3)CC2)CC1	x	-0.06	-0.59
C[N+]1(CC(O)COc2ccccc2)CCN(C(=O)c2ccc([N+](=O)[O-])cc2)CC1 (configuration not stated)	-34	-0.22	-0.8
O=C(Nc1ccc(OCC(=O)N2CCOCC2)cc1)Nc1cccc2ccccc12	53	x	x
Cc1cc(SCC(=O)c2ccccc2)n2nc(C)nc2n1	x	-0.93	-0.97
Next section
SMILES	Insulin prom inh	sdo1 growth	sdo1 growth Rescue 24 h
COc1cc(C(=O)NCC(=O)N/N=C(/C)c2cccs2)cc(OC)c1OC	38	0.76	-0.03
COc1ccccc1-n1cnnc1SCC(=O)Nc1cccc(S(=O)(=O)N2CCCCC2)c1	-33	-0.08	0.21
O=C(CSc1ccc2nnc(-c3ccccn3)n2n1)Nc1ccc2c(c1)OCO2	x	0.23	-0.11
CC(C)CCN1CCN(Cc2cccc3cccnc23)CC1CCO (configuration not stated)	-6	x	x
CCc1ccc(C2C(C#N)=C(N)N(N(C)C)C3=C2C(=O)CCC3)s1 (configuration not stated)	-100	-0.3	-0.07
CCCCCn1c(C(C)NC(=O)CCC)nc2ccccc21 (configuration not stated)	x	0.86	3.8
CN1/C(=C/C(=S)NC(=O)C2CCC2)C(C)(C)c2ccccc21	-25	x	x
COCCn1c(SCC(=O)Nc2cccc(C)c2)nnc1C(C)C	55	0.04	0.22
COc1ccc(C(=O)CSc2nnc(CNc3ccc(F)cc3)o2)cc1	19	x	x
Cn1c(=O)cc(OCCCC(=O)Nc2ccccn2)c2ccccc21	x	0.72	-0.14
CCc1ccc(OCCNC(=O)OCc2ccccc2)cc1	33	-1.6	-1
CCCCNC(=O)CNC(=S)N(Cc1ccccc1)Cc1cccs1	-25	x	x
CC(C)c1nc(NCCN2CCOCC2)c(C#N)c2c1COC(C)(C)C2	x	-0.87	-0.91
Cc1ccc(S(=O)(=O)N2CCCCC2C(=O)N2CCN(C)CC2)cc1 (configuration not stated)	-22	0.6	0.79
O=C(c1cnc2ccccn2c1=O)N1CCc2ccccc21	x	1.4	1.8
CCN(c1cccc(C)c1)S(=O)(=O)c1ccc2c(c1)CCN2C(C)=O	17	-1.4	-0.78
COc1cc(C)c(CNC2CCCCC2)cc1C	-10	0.46	0.24
COc1ccc(-c2cc(-c3ccccc3)c(C#N)c(S(C)(=O)=O)n2)cc1	57	-1.1	0.16
O=C(NC1CCCC1)C(c1ccsc1)N(C(=O)Cc1cccs1)c1ccccc1 (configuration not stated)	27	-0.65	0.34
COCCOC(=O)C1=C(C)NC(=S)NC1/C=C/c1ccccc1 (configuration not stated)	14	1.1	1.2
COC(=O)c1sc(=S)n(-c2ccccc2)c1N	x	3.4	2.7
CSc1nc(NC(C)=O)nc(C)c1Br	44	2	2.7
Cc1cc(C)n2nc(CC(=O)NCc3ccc(F)cc3)nc2n1	7	0.59	0.37
CCOC(=O)C1(C)NC(c2ccc(N(C)C)cc2)C2C(=O)N(CC)C(=O)C21 (configuration not stated)	32	1.5	1.5
O=S(=O)(Nc1cccc(-c2cn3cccnc3n2)c1)c1ccccc1	4	0.97	-0.33

Four entries from above, arranged by the number in sdo1 growth, descending:
SMILES	Insulin prom inh	sdo1 growth	sdo1 growth Rescue 24 h
Cc1ccc(-c2nc(CS(=O)CC(=O)NC3CCCC3)c(C)o2)cc1 (configuration not stated)	x	1.1	1.2
O=C(Nc1ccccc1N1CCN(C(=O)c2ccc(Cl)cc2)CC1)c1cccnc1	x	-0.26	-0.44
CCc1ccc(C2C(C#N)=C(N)N(N(C)C)C3=C2C(=O)CCC3)s1 (configuration not stated)	-100	-0.3	-0.07
CC1CCCN(CCOCCOc2ccc(Cl)cc2Br)C1 (configuration not stated)	11	-1.4	-1.1

Additional structures follow.
SMILES	Insulin prom inh	sdo1 growth	sdo1 growth Rescue 24 h
Cn1cc(C(=O)C(=O)N2CCN(c3ccccc3)CC2)c2ccccc21	20	x	x
Cc1ccc(N2C(=O)c3cccc(Oc4ccc(Cl)cc4)c3C2=O)c(C)c1	13	0.1	0.69
O=[N+]([O-])c1c(C(Cl)Cl)nn(-c2ccccc2)c1N1CCOCC1	-43	x	x
COc1ccccc1N1CCN(S(=O)(=O)c2ccc(Cl)s2)CC1	-48	0.24	0
OC1(c2cccnc2)CCN(Cc2nnnn2Cc2ccccc2)CC1	-62	x	x
CCCCN1C2CCCC1CC(NC(=O)c1ccc(OC)c(OC)c1)C2 (configuration not stated)	x	-0.24	-0.67
CCOC(=O)c1cc2c(ccn2C)n1CC(=O)N1CCC(C)CC1	35	-0.07	-0.76
CC(C)CC(NC(=O)c1ccc(Cl)cc1)C(=O)O (configuration not stated)	11	1.6	1.3
CC(C)(C)c1ccc(SCC(N)=O)cc1	28	0.09	-0.04
COc1cccc(CNC(=O)CSc2ccc(-c3ccco3)nn2)c1	25	x	x
CCOC(=O)c1cnn(-c2ccccc2)c1NC(=O)CSc1nnc(-c2cccs2)n1CC	-46	0.21	0.53
CCOC(=O)CSc1nnc(CNc2ccc(Cl)cc2)n1-c1ccccc1	27	-2.9	-1.7
CCNC(=O)NC(=O)CSc1ccc(NC(C)=O)cc1	-8	1.7	1.8
O=C1CC(c2cccs2)Sc2nc3ccccc3n21 (configuration not stated)	50	-0.59	-0.4
COc1ccc(N2CCN(c3nc4ccccc4nc3NS(=O)(=O)c3ccccc3)CC2)cc1	35	-0.49	-0.16
CC(=O)N1CCC2(CC1)C(C#N)=C(N)Oc1n[nH]c(CSc3ccc(C)cc3)c12	18	-0.22	-0.64

Screening data deposited in PubChem by several laboratories.
